MEKK2wt PB1 HTS: modulators of MEK5 binding to wildtype MEKK2, primary screen, biochemical, multiplex bead flow cytometry, Alexa488-MEK5 | Mitogen-activated protein kinase kinase kinase 2 (Homo sapiens), Q9Y2U5 | Alexa488-MEK5 binding to MEKK2 WT; actives lie on both sides | binding response (% of control), % at 10 µM | 1.1% of 290,000 active; in the data active = binding response below about 67% or above about 130%
UBC9 SUMO inh: inhibitors of in vitro SUMOylation cascade, primary screen, biochemical, HTRF, uHTS; SUMO-conjugating enzyme UBC9 (Homo sapiens), P63279; HTRF SUMOylation assay, SAE1/SAE2 + UBC9; inhibition, % at 35 µM; 0.36% of 290,000 active; in the data active = inhibition above about 50%, passing the limit was not always enough; also: strong numbers were not always called active
Target sequence (P63279 whole entry, looked up): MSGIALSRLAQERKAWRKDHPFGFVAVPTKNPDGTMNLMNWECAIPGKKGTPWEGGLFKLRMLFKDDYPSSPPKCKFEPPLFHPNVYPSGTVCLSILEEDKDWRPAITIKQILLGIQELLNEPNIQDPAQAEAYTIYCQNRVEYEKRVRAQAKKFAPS
MEKK3 PB1 HTS: modulators of MEKK3-MEK5 PB1 binding, primary screen, biochemical, wildtype MEKK3, multiplex bead flow cytometry, Alexa488-MEK5; binding response (% of control), % at 10 µM; bead-based flow cytometry, Alexa488-MEK5 binding to MEKK3; actives lie on both sides; 0 = blocked by unlabeled MEK5, 100 = vehicle; 1.4% of 290,000 active; Mitogen-activated protein kinase kinase kinase 3 (Homo sapiens), Q99759; AID 1529, 2009;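 active = binding response more than 3 SD above or below the average of its plate-row segment, actives on both sides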;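 also: Alexa488 bead fluorescence after subtracting the streptavidin-only scavenger bead signal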
Target sequence (Q99759 whole entry, looked up): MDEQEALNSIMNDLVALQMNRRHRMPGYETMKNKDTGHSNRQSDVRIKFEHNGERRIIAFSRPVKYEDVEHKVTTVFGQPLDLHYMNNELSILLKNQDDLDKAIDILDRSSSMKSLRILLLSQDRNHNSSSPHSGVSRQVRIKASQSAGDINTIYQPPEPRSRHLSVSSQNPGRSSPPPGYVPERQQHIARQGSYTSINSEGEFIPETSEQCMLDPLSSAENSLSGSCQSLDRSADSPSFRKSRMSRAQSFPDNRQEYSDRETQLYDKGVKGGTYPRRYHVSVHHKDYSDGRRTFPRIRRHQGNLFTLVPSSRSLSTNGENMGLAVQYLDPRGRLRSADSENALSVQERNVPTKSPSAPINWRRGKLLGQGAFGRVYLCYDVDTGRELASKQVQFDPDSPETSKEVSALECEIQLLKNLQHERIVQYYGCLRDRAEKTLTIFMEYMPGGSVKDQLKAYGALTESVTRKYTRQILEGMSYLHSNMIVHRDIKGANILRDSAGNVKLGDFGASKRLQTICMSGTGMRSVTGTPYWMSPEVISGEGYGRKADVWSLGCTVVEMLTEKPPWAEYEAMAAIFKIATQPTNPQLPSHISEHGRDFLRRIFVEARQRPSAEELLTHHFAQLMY
NALP1 inh: NALP1 inflammasome inhibitors in reconstituted yeast, colorimetric, S. cerevisiae, triplicate retest. S. cerevisiae NALP1/ASC/caspase-1 growth, X-gal OD620, 72 h. inhibition, % at 10 µM. 0.61% of 280,000 active. AID 2071, 2009; in the data active = inhibition mostly above about 24%, no sharp cut-off; inactive = mostly below about 32%; also: some compounds called inactive have numbers as strong as hits
M18AAP inhibitor: PfM18AAP inhibitors, malaria aminopeptidase, primary screen, biochemical, QFRET, recombinant enzyme. H-Glu-NHMec fluorogenic cleavage. inhibition, % at 7.35 µM. 1.2% of 290,000 active. AID 1822, 2009;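 active = inhibition above the campaign mean inhibition over all tested compounds plus 3 SD, cut at about 28% in these data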;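 also: 0% = plate median of test compound wells and 100% = 2 mM ZnCl2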
IDE cell activ: human IDE activators in live cells, primary screen, fluorescence polarization, HEK cells, FAbeta-B substrate; Insulin-degrading enzyme (Homo sapiens), P14735; FAbeta-B cleavage; 0% vehicle, 100% cell-free pure enzyme wells; activation, % at 5.96 µM; 0.073% of 340,000 active;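 active = activation above the mean of all tested compounds plus 3 SD, set per screening campaign, cut at about 17% in these data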
pCIP destab: p/CIP-EGFP fusion destabilizers, primary screen, fluorescence, F442A cells. Q05BA5. 16 h. decrease of EGFP signal, % at 10 µM. 0.01% of 290,000 active;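 active = EGFP signal decrease of at least 30% at 10 µM or well 3 SD below plate mean, unless failing retest; inactive = the rest, including hits failing retest or dose response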; also: some compounds called inactive have numbers as strong as hits; many of its hits are not listed in these tables
MEKK2mut PB1 HTS: MEK5 binding signal on mutant MEKK2 PB1, primary screen, biochemical, multiplex bead flow cytometry, Alexa488-MEK5. percent response, % at 10 µM. 0.35% of 290,000 active. Alexa488-MEK5 binding to MEKK2 mutant. AID 1530, 2009; in the data active = percent response above about 24%, passing the limit was not always enough; also: inactives centre near 1; some results filed as inactive read as strong as hits; reference of the scale not given here
IDE cell inh: human IDE inhibitors in live cells, primary screen, fluorescence polarization, HEK cells, FAbetaB substrate | FAbetaB cleavage | inhibition, % at 5.59 µM | 0.41% of 320,000 active;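 active = percent inhibition above the average of all tested compounds plus 3 SD, set per screening campaign, cut at about 16% in these data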;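 also: IDE supplied by intact live HEK cells; FP after avidin binding of uncleaved biotin substrate so inhibition keeps polarization high; 0% = DMSO wells and 100% = 60 µM reference IDE inhibitor Ii1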
Starred values were filed as active, the others as inactive; . = no result given. Some of the compounds tested (hit frequency here may not be typical).

SMILES	MEKK2wt PB1 HTS	UBC9 SUMO inh	MEKK3 PB1 HTS	NALP1 inh	M18AAP inhibitor	IDE cell activ	pCIP destab	MEKK2mut PB1 HTS	IDE cell inh
O=C(Cn1cnc2c(cnn2-c2ccc(Cl)cc2)c1=O)NCC1CCCO1 (stereo not given)	105	13	105	9	4	-5	-2	2	5
CCCCC(=O)Nc1ccc(NC(=O)c2ccccc2[N+](=O)[O-])cc1OC	100	-2	102	13	-1	5	-4	1	-1
Cc1ccccc1S(=O)(=O)Cc1ccc(C(=O)NCc2ccccc2)o1	103	5	100	17	-1	6	-1	0	3
O=C(c1cccs1)N(CCO)Cc1cc2cc3c(cc2[nH]c1=O)OCCO3	106	12	102	3	-3	.	-22	6	.
Cc1ccccc1NC(=O)/C(=C/c1cccs1)NC(=O)c1ccco1	107	-4	110	20	-7	-4	2	1	3
CC(C)(C)NC(=O)C(OC(=O)c1cccs1)c1ccccc1 (stereo not given)	94	12	95	-5	8	-1	-9	-3	-3
Cc1ccc(N2CC(O)Cn3c2nc2c3c(=O)n(C)c(=O)n2C)cc1 (stereo not given)	109	10	107	7	2	0	-6	8	-1
Cc1cc(S(=O)(=O)N2CCN(Cc3ccccc3)CC2)c(C)s1	103	2	103	0	3	6	-10	5	4
CNc1ncc(Cc2ccccc2)s1	89	6	86	33	-19	-2	1	-5	0
CCN(CC)C(=O)CSc1nc(-c2ccccc2)cc(=O)[nH]1	100	19	102	1	-9	-3	-4	2	-1
COCCNC(=O)CN(C(=O)CCC(=O)Nc1cc(C)on1)c1cccc(C)c1C	98	7	97	-5	-26	-1	6	0	0
Cc1ccc2nc(-c3cccnc3SCC(=O)N3c4ccccc4CC3C)[nH]c2c1 (stereo not given)	95	-12	97	23	0	2	-4	-4	-3
CCN1CCN(C(=O)C2CCN(C(=O)c3cc4sccc4n3CC)CC2)CC1	108	-9	104	21	-14	1	7	7	1
Nc1sccc1C(=O)c1ccccc1	99	0	103	32	7	.	4	4	4
CC(C)NC(=O)Cn1cc(C#N)c2cc(Br)ccc21	102	-15	99	6	-1	5	1	1	-4
C/C(CC(=O)Nc1ccc(Cl)cc1)=N\NC(=O)C(=O)N1CCCCC1	103	9	117	-3	7	4	10	-1	1
Cc1ccc2c(SCC(=O)NCc3ccco3)nc(-c3ccc(F)cc3)nc2c1	105	59*	105	-8	-1	6	-4	5	2
COc1ccc(N(CC(=O)Nc2ccccc2OC)S(=O)(=O)c2ccccc2)cc1Cl	98	-11	103	2	-4	-1	-19	0	6
Oc1ccc(-c2n[nH]c(=S)n2-c2ccc3c(c2)OCCO3)cc1	104	-5	100	.	18	5	9	-1	2
O=C1C2C3CCCC3=C3CCCC3C2C(=O)N1c1cccc(Cl)c1 (stereo not given)	83	-11	83	1	1	1	-6	-17	-1
Cc1csc(NC(=O)C(F)(F)F)n1	101	7	104	24	3	3	-10	2	8
CCOc1cc(C(=O)N/N=C/C2CC=CCC2)cc(OCC)c1OCC (stereo not given)	98	-13	97	17	-4	-2	-3	1	4
CC(=O)N1CCCN(C(=O)c2ccc3nc(Cc4ccccc4F)oc3c2)CC1	105	3	104	18	-10	5	-14	6	-3
COc1ccc(C(OCC(O)CN(C)C2CCCCC2)c2ccc(OC)cc2)cc1 (stereo not given)	161*	-15	106	19	-4	-1	6	11	3
CCCCc1nnc(NC(=O)C(=O)OCC)s1	96	-7	98	8	-11	-4	7	-3	2
O=S(=O)(Nc1ccc(F)cc1)c1cccc2nsnc12	100	-7	102	5	1	0	9	8	2
O=C(COc1ccccc1)Nc1ccc(S(=O)(=O)Nc2ccccn2)cc1	94	-4	99	2	3	-3	-21	4	-2
CCOC(=O)N1CCN(c2c(NCCCOC(C)C)c(=O)c2=O)CC1	102	-5	102	.	-4	3	-1	6	-2
COCCn1cnc2c1c(=O)n(CC(=O)NN)c(=O)n2Cc1ccccc1	107	17	108	3	5	5	-5	14	1
CCCc1nc2oc3ccccc3c(=O)c2c(=O)n1-c1ccccc1	103	7	103	9	2	.	4	-1	-8
CCCCNC(=O)NS(=O)(=O)c1ccc(NC(=O)CCC(=O)c2cccs2)cc1	99	17	101	24	-1	3	-4	1	4
CC1(CCc2ccc3c(c2)OCO3)NC(=O)c2ccccc2N1 (stereo not given)	111	-1	110	-10	1	6	-15	3	4
CCC(C)(C)n1nnnc1CN1CCC(O)(c2cccc(C(F)(F)F)c2)CC1	105	.	105	.	-2	2	.	-3	4
CCn1c(S(=O)(=O)O)nc2ccccc21	101	12	101	8	-8	1	1	-1	1
CCn1ncc([C@@H]2C[C@H]3CN(Cc4cccc(Cl)c4)C(=O)[C@]34CCCN24)c1C	94	8	104	12	-12	.	-11	-5	4
C=CCc1cc(S(=O)(=O)c2ccc(O)c(CC=C)c2)ccc1O	98	-6	99	6	-7	-3	3	4	0
CC(=O)Nc1ccc(NS(=O)(=O)c2ccc(-c3csc(C)n3)s2)cc1	99	14	104	-21	0	.	7	1	0
O=C(C[n+]1cccc(/C=N/O)c1)N(Cc1ccccc1)Cc1ccccc1	106	3	105	-7	-3	6	3	7	1
Oc1c(Br)cc(Br)cc1C=NCc1ccccc1	83	25	101	2	11	3	-1	-9	4
O=S(=O)(Nc1ccc(-c2nc3cccnc3s2)cc1)c1ccc(Cl)s1	108	19	98	26	0	2	-12	6	0

2 records drawn at random from the list so far, as already listed:
SMILES	MEKK2wt PB1 HTS	UBC9 SUMO inh	MEKK3 PB1 HTS	NALP1 inh	M18AAP inhibitor	IDE cell activ	pCIP destab	MEKK2mut PB1 HTS	IDE cell inh
CCn1ncc([C@@H]2C[C@H]3CN(Cc4cccc(Cl)c4)C(=O)[C@]34CCCN24)c1C	94	8	104	12	-12	.	-11	-5	4
O=S(=O)(Nc1ccc(F)cc1)c1cccc2nsnc12	100	-7	102	5	1	0	9	8	2

Records listed above marked active in MEKK2wt PB1 HTS:
SMILES	MEKK2wt PB1 HTS	UBC9 SUMO inh	MEKK3 PB1 HTS	NALP1 inh	M18AAP inhibitor	IDE cell activ	pCIP destab	MEKK2mut PB1 HTS	IDE cell inh
COc1ccc(C(OCC(O)CN(C)C2CCCCC2)c2ccc(OC)cc2)cc1 (stereo not given)	161*	-15	106	19	-4	-1	6	11	3

Continuation.
SMILES	MEKK2wt PB1 HTS	UBC9 SUMO inh	MEKK3 PB1 HTS	NALP1 inh	M18AAP inhibitor	IDE cell activ	pCIP destab	MEKK2mut PB1 HTS	IDE cell inh
CC1=NN(c2ccc(Br)cc2)C(=O)/C1=C/c1cccs1	101	59	106	-3	3	-1	-9	4	0
COc1ccc(C(CC(=O)c2ccccc2)S(=O)(=O)c2ccc(C)cc2)cc1 (stereo not given)	99	3	104	9	-7	-3	-2	6	-7
Cc1nc(NC(=O)c2ccccc2)nc2cc3c(cc12)OCO3	101	9	103	5	3	4	-15	0	-4
COc1ccc(S(=O)(=O)N(CC(=O)NCc2ccco2)c2ccc(F)cc2)cc1	96	-6	98	7	3	4	-5	-3	5
CN(C)N=Nc1ccc(S(=O)(=O)N2CCSC2C(=O)O)cc1 (stereo not given)	90	.	93	.	-3	2	.	-6	-1
CSc1ccc(NC(N)=S)cc1	103	3	103	-4	0	0	-4	-2	7
N/C(=N\OC(=O)CC1CCCCC1)c1cccc(Br)c1	102	16	99	1	3	2	27	2	3
O=C(Cc1ccc(Br)cc1)NCCc1ccc(Cl)cc1Cl	110	-21	109	43	-5	4	-6	2	4
O=C(NCC1COc2ccccc2O1)c1ccc(NC(=O)C(c2ccccc2)c2ccccc2)cc1 (stereo not given)	117	-10	101	35	-3	1	-7	0	6
CCN(CC)C(=O)c1n[nH]c(=O)c2ccccc12	100	8	103	2	-3	-3	5	8	2
CCCCCCCC(=O)N1c2ccccc2NC(=O)C1CC(=O)Nc1ccc(C(=O)O)cc1 (stereo not given)	100	21	100	-50	3	8	-4	0	2
CCC(=O)Nc1ccc(Nc2nc(C)c([N+](=O)[O-])c(Nc3ccc(NC(=O)CC)cc3)n2)cc1	99	4	95	35	-1	1	-5	9	6
CCCn1cc(CN2CCC(n3nccc3NC(=O)c3ccccc3)CC2)c(C)n1	107	21	102	23	-2	11	-12	4	-3
O=C(CSc1nc(N2CCOCC2)nc(N2CCOCC2)n1)Nc1ccccc1F	93	-4	100	-2	0	-6	-2	-1	7
COc1cc2c(C(=O)N(C)c3ccc(F)cc3)cn(C)c(=O)c2cc1OC	105	3	105	2	-6	0	-3	8	7
COc1ccc(/C=C/C(=O)Nc2ccc(C(N)=O)cc2)cc1OC	102	23	98	.	3	.	-2	-3	-7
Cc1ccc(CS(=O)Cc2ccc(C(=O)NCc3ccccc3Cl)o2)cc1 (stereo not given)	99	7	99	1	-3	5	-9	1	-11
O=C(c1ccco1)N1CCN(c2nc3ccsc3c(=O)s2)CC1	92	8	96	19	2	-18	-9	2	2
COc1ccc(CCn2c(=N)c(C(=O)NC3CCCCC3)cc3c(=O)n4ccccc4nc32)cc1	104	-5	100	21	-1	-2	8	-1	4
c1ccc(CCNC2=NCCCS2)cc1	100	-7	98	8	-6	9	-4	3	6
COc1cc(OC)c(S(=O)(=O)Nc2ccccc2N2CCCCC2)cc1NC(C)=O	106	-8	121	.	-7	4	2	22	5
Cc1ccc(OCC(=O)NNC(=O)CCC(=O)NCc2ccccc2)cc1	99	12	93	-2	-13	-3	-8	-3	-8
Cc1nc(-c2ccc(Cl)cc2)sc1C1(C)CC(c2ccc([N+](=O)[O-])cc2)=NO1 (stereo not given)	103	-11	103	.	.	-5	3	6	0
Cn1c(Cc2c[nH]c3ccccc23)n[nH]c1=S	95	5	96	2	25	2	10	3	1
COC(=O)Nc1cc(C(F)(F)F)ccc1N1CCN(c2ccccc2)CC1	103	18	104	24	-1	1	-8	4	3
COc1ccc(CCNC(=O)CN(c2ccccc2OC)S(C)(=O)=O)cc1	100	9	99	30*	2	4	-21	-1	-1
O=C(OCc1cnc(Cl)s1)c1cccc(Cl)c1Cl	106	-8	109	.	-7	6	-8	11	-5
O=S(=O)(NCCNS(=O)(=O)c1cccs1)c1cccs1	.	22	.	-14	6	3	-3	.	4
CC1CCN(C(=O)Cn2c3ccccc3c3nc4n(c(=O)c32)CCS4)CC1	95	.	93	9	-9	-1	-11	-14	-1
CCOc1ccc(-n2c(SCC(=O)OC)nc3sc4c(c3c2=O)CCN(C)C4)cc1	106	23	102	17	6	1	-2	7	.
C=C1CCN([C@@H](CC(C)C)C(=O)NCc2ccco2)S(=O)(=O)c2ccccc21	97	.	93	.	.	3	.	-1	-1
COc1ccc(CCN(C)C(=O)c2ccc(COc3ccccc3)o2)cc1OC	93	3	88	17	-12	5	-8	-5	1
CCOC(=O)c1ccc(NC(=O)CN2C(=O)C(CC)SC(CC)C2=O)cc1 (stereo not given)	109	-1	148*	18	2	-2	-9	1	1
CC1CCCN(CCCNC(=O)c2ccc(CS(=O)(=O)Cc3cccc(Cl)c3)o2)C1 (stereo not given)	97	5	96	24	-1	2	-14	1	5
Cn1c(N=NC(=O)c2ccccc2)c(O)c2ccccc21	104	-57	104	14	5	0	3	-2	3
COCCn1c(NC(=S)NC(=O)C23CC4CC(CC(C4)C2)C3)cc(=O)[nH]c1=O	90	-9	100	.	5	1	-1	-3	-1
Cc1csc(NC(=O)c2ccc(C)c(S(=O)(=O)N3CCOCC3)c2)n1	100	3	105	8	-9	.	19	-7	2

High-throughput results from PubChem.
